All columns: NCI-60 one-dose screen, growth in % after 48 h at 10 µM unless noted; 100 = growth as untreated, 0 = no growth, -100 = all killed.
SK-MEL-5: SK-MEL-5 melanoma | AID 1794755 | 80,000 compounds, 6.4% hits
SK-MEL-2: SK-MEL-2 melanoma. 77,000 compounds, 4.7% hits. AID 1794763
MDA-MB-435: MDA-MB-435 melanoma; 82,000 compounds, 7.8% hits; AID 1794794
SK-MEL-28: SK-MEL-28 melanoma; AID 1794761; 81,000 compounds, 4.1% hits
M14: M14 melanoma; 80,000 compounds, 6.2% hits
UACC-257: UACC-257 melanoma | 78,000 compounds, 4.4% hits
MALME-3M: MALME-3M melanoma | 78,000 compounds, 5.8% hits | AID 1794766
UACC-62: UACC-62 melanoma; 81,000 compounds, 5.4% hits
Starred values were filed as active, the others as inactive; . = not tested or not shown. Rule for the calls: active = growth percent below 10; inactive = the rest. The order is random; 11% or so of the library scored in one or more.

1: Nc1ccc(-c2nnc3sc(-c4ccc(F)cc4)nn23)cc1
2: COc1cc2cc(Oc3ccc(NC(=O)c4cccc(C(F)(F)F)c4)cc3)c(C)nc2cc1OCCN1CCCCC1
3: Cc1ccc(NC(=O)Cn2c(O)c(N=NC(=O)CNc3ccc(S(N)(=O)=O)cc3)c3ccccc32)cc1
4: Cc1ccc(-c2nc(N3CCN(C(=O)c4ccc(OC(F)(F)F)cc4)CC3)c3ccccc3n2)cc1
5: Cn1cnc([N+](=O)[O-])c1/C=C1\Oc2ccccc2C1=O

compound no.	1	2	3	4	5
SK-MEL-5	102	39	94	82	102
SK-MEL-2	107	74	101	102	95
MDA-MB-435	99	-87*	108	92	96
SK-MEL-28	114	-88*	109	101	121
M14	97	-87*	104	95	100
UACC-257	94	-87*	108	99	85
MALME-3M	98	-86*	103	104	102
UACC-62	99	-66*	97	75	98

The closing two entries of the part before are carried over, then new ones follow:
4: Cc1ccc(-c2nc(N3CCN(C(=O)c4ccc(OC(F)(F)F)cc4)CC3)c3ccccc3n2)cc1
5: Cn1cnc([N+](=O)[O-])c1/C=C1\Oc2ccccc2C1=O
6: O=C(CSc1nc2c(c(=O)[nH]1)CCCC2)NNC(=O)c1ccc(Cl)cc1
7: O=C(NCCCNc1cc(-c2cn(-c3ccccc3)nc2-c2cccc(O)c2)ccn1)Nc1ccc(F)cc1
8: CCCCNC(=O)Cn1nc(C)c2c1CC(C)(C)CC2=O
9: O=S(=O)(O)c1cc(O)c2c(O)c(N=Nc3cc(Cl)ccc3O)c(S(=O)(=O)O)cc2c1
10: C[C@@H]1O[C@@H](O[C@@H]2C[C@H](c3ccc4c(c3O)C(=O)C3=C(C4=O)[C@@]4(O)C(=O)C[C@](C)(O)C[C@@]4(O)C=C3)O[C@H](C)[C@H]2O)C[C@H](O)[C@@H]1O

compound no.	4	5	6	7	8	9	10
SK-MEL-5	82	102	101	-55*	110	99	100
SK-MEL-2	102	95	107	-4.5*	100	111	103
MDA-MB-435	92	96	101	-39*	104	102	103
SK-MEL-28	101	121	106	-61*	111	103	113
M14	95	100	106	.	96	99	98
UACC-257	99	85	105	-52*	99	99	101
MALME-3M	104	102	99	-27*	102	137	91
UACC-62	75	98	96	8.0*	103	97	94

11: Cc1ccc(CNC(=O)Nc2ccc3cc4ccc(NC(=O)NCc5ccc(C)cc5)cc4nc3c2)cc1
12: C[n+]1ccc(C2(C)OCCO2)cc1
13: C[C@]12CC[C@@H]3c4cc(OC(F)F)c(OS(N)(=O)=O)cc4CC[C@H]3[C@@H]1CC[C@@H]2O
14: O=C(NN1C(=O)/C(=C/C=C/c2ccco2)SC1=S)c1ccc(Cl)cc1
15: O=c1cc(/C=N\Nc2nc(-c3ccc(Cl)cc3Cl)cs2)c2cc(Cl)ccc2o1

compound no.	11	12	13	14	15
SK-MEL-5	106	101	6.6*	.	86
SK-MEL-2	106	104	46	.	93
MDA-MB-435	98	104	-71*	90	105
SK-MEL-28	108	99	54	89	91
M14	101	109	5.8*	98	91
UACC-257	111	106	67	90	99
MALME-3M	111	110	26	93	116
UACC-62	97	104	56	83	81

16: CCOC(CCc1c(C)nc(NC(C)=O)[nH]c1=O)OCC
17: COc1cc(-c2cc(-c3ccccc3)[nH]c(=O)c2C#N)cc(OC)c1OC
18: COc1ccccc1NC(=O)C(/C=N/C(N)=S)=C(\C)O
19: Cc1cc(NS(=O)(=O)c2ccc(N=Nc3c(N)nc(N)nc3N)cc2)nc(C)n1
20: CSc1nc(C)c(Br)c(N)n1

compound no.	16	17	18	19	20
SK-MEL-5	109	97	99	102	108
SK-MEL-2	114	115	99	129	127
MDA-MB-435	121	93	102	101	101
SK-MEL-28	113	119	104	112	104
M14	109	109	91	103	118
UACC-257	126	104	97	107	98
MALME-3M	179	104	.	112	121
UACC-62	105	101	99	.	100

21: COc1ccc2nc(-n3c(=O)c4cccnc4n(-c4ccc(Cl)cc4)c3=O)sc2c1
22: CCOC(=O)/C=c1\sc2n(c1=O)C1C(NN=2)N(CC)C(=O)N1CC (centres undefined)
23: Nc1nc(SCc2ccccn2)c2ncn(C3OC(CO)C(O)C3O)c2n1 (centres undefined)
24: O=C1C=C(NS(=O)(=O)c2ccccc2)C(=O)c2ccccc21
25: COc1cc(-c2nc3ccc(C(=O)NN4C(=O)c5ccc(C(=O)O)cc5C4=O)cc3[nH]2)cc(OC)c1OC

compound no.	21	22	23	24	25
SK-MEL-5	72	54	.	41	100
SK-MEL-2	119	77	123	78	105
MDA-MB-435	88	-18*	104	91	103
SK-MEL-28	105	72	113	106	105
M14	104	45	104	99	108
UACC-257	96	72	89	69	90
MALME-3M	109	49	117	79	96
UACC-62	64	39	103	80	96

26: CCOc1ccc([C@H]2C(C(=O)c3ccc(Cl)cc3)C3(N[C@@H]2c2ccccc2)C(=O)Nc2ccc(Cl)cc23)cc1 (some centres undefined)
27: Brc1ccc(N=Nc2ccccc2)cc1
28: Cc1oc2ncnc(Nc3ccc(OCc4cccc(F)c4)c(Cl)c3)c2c1C(=O)NCCO
29: O=C(c1ccccc1)c1c(/C=C/c2ccc(Cl)cc2)nc2ccccc2c1/C=C/c1ccc(Cl)cc1
30: C[C@H]1[C@H](C)CC[C@]2(C(=O)N3CCNCC3)CC[C@]3(C)C(=CC[C@@H]4[C@@]5(C)CCC(=O)C(C)(C)[C@@H]5CC[C@]43C)[C@H]12

compound no.	26	27	28	29	30
SK-MEL-5	69	101	73	99	99
SK-MEL-2	68	93	78	112	96
MDA-MB-435	57	110	63	100	94
SK-MEL-28	79	96	51	105	102
M14	61	102	67	98	101
UACC-257	68	102	.	94	96
MALME-3M	79	95	52	101	91
UACC-62	66	96	55	93	91

31: Cc1cc(=O)oc2cc(OCCOc3ccc(/C=C/C(=O)Nc4ccc(Br)cc4)cc3)ccc12
32: Cc1nc2cccnc2nc1C
33: O=C(c1cc(-c2ccccn2)nc2ccccc12)N1CCCCC1
34: CCOC(=S)SCc1ccc(Cl)cc1
35: COc1ccc(/C=C/c2nc3ccccc3s2)cc1OP(=O)(O)O

compound no.	31	32	33	34	35
SK-MEL-5	99	110	100	106	86
SK-MEL-2	105	114	107	105	73
MDA-MB-435	96	101	102	101	20
SK-MEL-28	97	95	114	114	88
M14	96	104	111	99	57
UACC-257	99	101	104	100	91
MALME-3M	96	120	92	107	108
UACC-62	94	102	95	95	65

Rewritten field by field: part of the list above.
#31 Cc1cc(=O)oc2cc(OCCOc3ccc(/C=C/C(=O)Nc4ccc(Br)cc4)cc3)ccc12
  SK-MEL-5: 99
  SK-MEL-2: 105
  MDA-MB-435: 96
  SK-MEL-28: 97
  M14: 96
  UACC-257: 99
  MALME-3M: 96
  UACC-62: 94
#32 Cc1nc2cccnc2nc1C
  SK-MEL-5: 110
  SK-MEL-2: 114
  MDA-MB-435: 101
  SK-MEL-28: 95
  M14: 104
  UACC-257: 101
  MALME-3M: 120
  UACC-62: 102

(list continues)
36: OCC[C@@H]1C[C@H]1c1cc2ccccc2o1
37: NC(=O)c1cccc(-n2ccc3cc(NC(=O)Nc4ccc(Cl)c(Cl)c4)ccc32)n1
38: Cc1ccc(S(=O)(=O)Nc2ccc(C(=O)CC3(O)C(=O)Nc4ccc(F)cc43)cc2)cc1 (centres undefined)
39: N#Cc1c(N)nc2c(c1N)C(c1ccc(Cl)cc1)C1=C(CCCC1=O)N2c1sc2c(c1C#N)CCCC2 (centres undefined)
40: O=C(O)[C@@H]1CCCC[C@@H]1Cl

compound no.	36	37	38	39	40
SK-MEL-5	96	74	96	99	111
SK-MEL-2	107	88	114	96	.
MDA-MB-435	96	61	101	112	103
SK-MEL-28	111	88	109	97	110
M14	97	78	101	90	100
UACC-257	.	90	105	93	95
MALME-3M	102	85	98	91	104
UACC-62	93	83	91	88	108

41: Cc1nc2ncc(C(=O)NNC(=O)c3ccccc3)c(=O)n2[nH]1
42: CCOC(=O)C1=C(N)N(c2ccc(Cl)cc2)C2=C(C(=O)CC(C)(C)C2)C1c1ccc(F)cc1 (centres undefined)
43: O=C1N/C(=C\c2ccccc2)c2ncccc21
44: CC(=O)N1c2ccccc2NC2=C(C(=O)N(Cc3ccccc3)C2(C)C)C1c1ccco1 (centres undefined)
45: CCN(Cc1ccccc1)C1CCN(Cc2cc(Br)ccc2O)CC1

compound no.	41	42	43	44	45
SK-MEL-5	105	71	105	7.9*	32
SK-MEL-2	.	80	.	17	70
MDA-MB-435	105	89	109	-56*	52
SK-MEL-28	115	94	119	57	76
M14	100	86	98	-14*	47
UACC-257	88	89	100	78	46
MALME-3M	102	98	95	70	43
UACC-62	99	60	102	21	52

46: CCC(CC)C[N+](C)(C)C
47: COc1cccc2c1[C@H](OC)[C@]13O[C@@]1(C2=O)[C@H](O)[C@H](C)[C@@](O)(C(=O)[C@@H]1O[C@H]1C)[C@@H]3O
48: N#CC(C#N)=C1NC(c2ccccc2)=C(c2ccccc2)C(c2ccccc2Cl)=C1C#N
49: c1ccc2[nH]c(CCCCCc3nc4ccccc4[nH]3)nc2c1
50: Cc1ccc(OCC(O)CN2CCN(c3cccc(Cl)c3)CC2)cc1 (centres undefined)

compound no.	46	47	48	49	50
SK-MEL-5	95	-98*	105	97	106
SK-MEL-2	122	-56*	95	.	106
MDA-MB-435	100	-73*	114	95	106
SK-MEL-28	107	-10*	114	106	102
M14	102	-90*	106	106	101
UACC-257	94	-28*	75	.	92
MALME-3M	102	-57*	108	130	97
UACC-62	102	-45*	102	92	95

Molecules shown so far with a cyano group:
17: COc1cc(-c2cc(-c3ccccc3)[nH]c(=O)c2C#N)cc(OC)c1OC
39: N#Cc1c(N)nc2c(c1N)C(c1ccc(Cl)cc1)C1=C(CCCC1=O)N2c1sc2c(c1C#N)CCCC2 (centres undefined)
48: N#CC(C#N)=C1NC(c2ccccc2)=C(c2ccccc2)C(c2ccccc2Cl)=C1C#N

compound no.	17	39	48
SK-MEL-5	97	99	105
SK-MEL-2	115	96	95
MDA-MB-435	93	112	114
SK-MEL-28	119	97	114
M14	109	90	106
UACC-257	104	93	75
MALME-3M	104	91	108
UACC-62	101	88	102

More structures:
51: N/C(=N\S(=O)(=O)c1ccc2ccccc2c1)Nc1nc2ccccc2[nH]1
52: CC(=O)Nc1ccc(C(=O)COc2ccc(/C=C3\CCc4ccccc4C3=O)cc2)cc1
53: CCCC(C)(CC)C(=O)OCC1CSC(=S)S1 (centres undefined)
54: COC1OC(COS(=O)(=O)c2ccc(C)cc2)C(OC(=O)c2ccccc2)C(OC(=O)c2ccccc2)C1OC(=O)c1ccccc1 (centres undefined)
55: C=CCC(C(C)=O)C(=O)OCC (centres undefined)

compound no.	51	52	53	54	55
SK-MEL-5	97	98	114	102	107
SK-MEL-2	88	78	104	.	124
MDA-MB-435	36	122	109	102	99
SK-MEL-28	81	122	108	100	.
M14	76	115	103	.	122
UACC-257	80	99	117	97	99
MALME-3M	108	.	102	132	.
UACC-62	58	100	113	82	103

56: O=S(=O)(NCCCNc1nccc(-c2c(-c3cccc(F)c3)nc3occn23)n1)c1ccc(Br)cc1
57: C/C(=N\N)c1ccc(NC2=CC(=O)c3ccccc3C2=O)cc1
58: Nc1ncc(-c2ccc3ncnc(Nc4cncc(Cl)c4)c3c2)cn1
59: COc1ccc(-c2oc3cc(O)cc(O)c3c(=O)c2OC)cc1
60: CCCCc1nc(Cl)c(C2CC(c3ccc(OC)cc3)=NN2C=O)[nH]1 (centres undefined)

compound no.	56	57	58	59	60
SK-MEL-5	67	52	66	83	94
SK-MEL-2	93	98	66	121	94
MDA-MB-435	74	69	75	63	106
SK-MEL-28	93	104	70	.	98
M14	79	80	78	80	101
UACC-257	115	75	83	103	96
MALME-3M	85	44	39	92	102
UACC-62	77	49	57	81	83

61: CC/C=C1/C(=O)C=C[C@@H]1C/C=C\CCCC(=O)OC
62: CCCCCCCNc1ncncc1-c1ccc(C(F)(F)F)cc1
63: N/C(=N\N=C\c1ccc(Br)cc1)c1c(N)nc(=S)[nH]c1-c1ccc(Cl)cc1Cl
64: CC[N+](C)(C)c1ccccc1
65: O=S(=O)(NCCNc1nccc(-c2c(-c3ccc(F)c(O)c3)nc3occn23)n1)c1ccccc1

compound no.	61	62	63	64	65
SK-MEL-5	9.8*	99	104	102	23
SK-MEL-2	91	99	109	114	17
MDA-MB-435	4.2*	98	104	100	28
SK-MEL-28	89	109	106	110	27
M14	50	103	101	98	19
UACC-257	73	94	103	99	25
MALME-3M	56	87	91	82	-0.5*
UACC-62	17	103	96	99	6.2*

66: N=C(N)c1ccc(-c2ccc(-c3ccco3)o2)cc1
67: CNC(=O)c1cc(Oc2ccc(NC(=O)Nc3ccc(Cl)c(OC)c3)c(F)c2)ccn1
68: CCC(C)C(=O)OC(=O)c1ccc([N+](=O)[O-])cc1 (centres undefined)
69: Oc1c(Br)c(Br)c(O)c(Br)c1Br
70: COc1ccc(S(=O)(=O)NNS(=O)(=O)c2ccc(OC)c(OC)c2)cc1OC
71: NS(=O)(=O)c1ccc(-n2cc(/C=C/C(=O)c3ccccc3Cl)c(-c3ccc(OCc4ccccc4)cc3)n2)cc1

compound no.	66	67	68	69	70	71
SK-MEL-5	76	63	100	102	103	95
SK-MEL-2	108	61	100	104	.	80
MDA-MB-435	55	71	106	106	99	96
SK-MEL-28	75	93	108	93	100	95
M14	74	74	.	110	109	93
UACC-257	64	65	107	117	105	.
MALME-3M	53	78	107	57	95	.
UACC-62	96	70	86	93	104	76

Source: PubChem BioAssay (NCI)
